Screening data from PubChem BioAssay.
HT1080 IDH1KD tx – kills HT-1080 cells with IDH1 knockdown; hit rate 2% among 360,000; Potency, µM (titrated, usually from 46.1 µM), for inactives: top-dose activity, negative = toxicity, usual class: cytotoxic; HT-1080 IDH1 knockdown viability, ATP luminescence, 48 h;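 further: potency means the concentration at half of the fitted maximal effect; 0% = DMSO wells and -100% = cell-free medium wells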
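After a 2 h attachment period, IDH1KD HT-1080 cells took pin-transferred compound for 48 h at 37 °C; ATP-based luminescence after 10 min room-temperature reagent incubation reported viability.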
HT1080NT lethal – kills 2HG-producing HT-1080-NT fibrosarcoma cells. AID 686970. HT-1080-NT fibrosarcoma viability, CellTiter-Glo ATP luminescence, 48 h. Potency, µM (doses to about 46.1 µM), inactives show at the highest dose activity, negative = less viability, usual class: cytotoxic. hit rate 1.6% among 360,000;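 further: NT is the 2HG producing partner of a matched IDH1 knockdown line; potency means the concentration at half of the fitted maximal effect; 0% = DMSO-treated cells and -100% = media-only wells without cells; nearly all actives have a fitted effect of over 55% in size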
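Fibrosarcoma NT cells, 750 per well in 5% FBS RPMI, were exposed to compound for 48 hours. Viability: CellTiter-Glo luminescence.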
HEK293 tox – cytotoxic in the GLP-1 receptor inverse agonist counter-screen | HEK293 cAMP-luciferase reporter cells, luminescence, 24 h | hit rate 0.13% among 410,000 | AID 624418 | Potency, µM (highest dose often 38.3 µM), without a hit: top-dose activity change, negative = inhibition, actives largely listed as inhibitors;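 further: loss of luciferase light is scored as toxicity; potency means the concentration at half of the fitted maximal effect; on the % scale 0 is the no-effect control and ±100 the full control effect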
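Seeding density was 200 cells/uL; after overnight-length (12 h) culture, 23 nL compounds went on for 24 h at 37 °C. Readout used a luciferase detection reagent, luminescence taken after 12 min at room temperature.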
SW480 rereplic – inducers of DNA re-replication in SW480 colon cancer cells. SW480 DNA re-replication, Hoechst DNA content imaging, 48 h. Potency, µM (highest dose often 46.1 µM), without a hit: at the top dose re-replication activation, usual class: activators. hit rate 1.8% among 340,000; further: potency means the concentration at half of the fitted maximal effect; % of control where 0% means no effect; nearly all actives have a fitted effect of over 55% in size
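Readout is total intensity of Hoechst-stained nuclei, excited at 405 nm and collected at 500-530 nm. Compound treatment lasted 48 hr at 37 C in 5% CO2 before staining.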
KB-3-1 tox – kills parental KB-3-1 adenocarcinoma cells; KB-3-1 viability, CellTiter-Glo ATP luminescence, 72 h; Potency, µM (titrated, usually from 46.1 µM), for inactives: at the top dose activity change, negative = cytotoxic, usual class: cytotoxic; hit rate 1.4% among 400,000; AID 1347075; further: potency means the concentration at half of the fitted maximal effect; on the % scale 0 is the no-effect control and ±100 the full control effect; nearly all actives have a fitted effect of over 60% in size
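Cells are dispensed, compounds pinned in, plates held at 37 °C for 72 h, then CellTiter-Glo is added and luminescence read after 10 minutes. Cell line: parental KB-3-1 in phenol-red-free DMEM, 10% FBS.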
KB-V1 MDR tox – KB-V1 MDR subline cytotoxicity; KB-V1 MDR cells viability, CellTiter-Glo, 72 h; Potency, µM (doses to about 46.1 µM), for inactives: at the top dose activity change, negative = cytotoxicity, hits mostly cytotoxic; hit rate 3.4% among 400,000; further: potency means the concentration at half of the fitted maximal effect; on the % scale 0 is the no-effect control and ±100 the full control effect; nearly all actives have a fitted effect of over 60% in size
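Readout: CellTiter-Glo luminescence, 10 min after addition. Cells: KB-V1 MDR subline, 72 h at 37 degrees C with compound. Analysis: corrected, normalized data fitted to concentration-effect curves.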
DRD3 agonist – activates the human D3 dopamine receptor. AID 652048. D3R DiscoveRx beta-arrestin cells, luminescence, 90 min. max activation, %. hit rate 0.58% among 410,000. P35462; in the data active means max activation above about 30%; further: 0% is about no effect; mostly tested at two doses, the higher about 12 µM
Target sequence (P35462 whole entry, looked up): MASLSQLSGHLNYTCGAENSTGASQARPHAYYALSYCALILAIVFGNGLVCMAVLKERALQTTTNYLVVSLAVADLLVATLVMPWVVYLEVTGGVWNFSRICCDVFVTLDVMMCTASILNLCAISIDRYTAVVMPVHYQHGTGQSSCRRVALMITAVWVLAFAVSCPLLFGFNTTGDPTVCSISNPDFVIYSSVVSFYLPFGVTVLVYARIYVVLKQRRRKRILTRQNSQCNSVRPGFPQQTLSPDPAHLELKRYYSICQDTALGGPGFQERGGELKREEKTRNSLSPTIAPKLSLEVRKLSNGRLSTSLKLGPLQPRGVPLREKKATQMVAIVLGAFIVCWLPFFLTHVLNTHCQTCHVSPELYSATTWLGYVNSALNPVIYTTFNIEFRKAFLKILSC
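Agonist mode: compounds and dopamine controls were applied to plated cells for 90 min at 37 degrees C after an overnight attachment at 1500 cells/well. Luminescent read-out followed 30 - 60 minutes at room temperature with DiscoveRx detection reagent.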
IL1B secr inh – inhibitors of inflammasome signaling (IL-1 beta secretion); AID 743279; THP-1 LPS/ATP IL-1B secretion, AlphaLISA, 16 h; active compounds read low; activity change, % at 57.5 µM; hit rate 4.7% among 360,000; in the data active means activity change below about -50%; inconclusive means mostly about -30% to -49%; further: on the % scale 0 is the no-effect control and ±100 the full control effect
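Secreted IL-1B measured by AlphaLISA bead assay after 16 h compound exposure of THP-1 cells; compounds (final up to 57.5 uM) added 1 h before LPS (250 ng/mL) and ATP (1.25 mM) stimulation; lower signal means less secretion.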
MCF10A rereplic – DNA re-replication induction in MCF 10a cells. hit rate 2.9% among 350,000. Potency, µM (titrated, usually from 46.1 µM), without a hit: at the top dose activity, positive = re-replication, actives largely listed as activators. MCF 10A DNA re-replication, Hoechst nuclear intensity, 48 h; further: potency means the concentration at half of the fitted maximal effect; % of control where 0% means no effect; nearly all actives have a fitted effect of over 50% in size
An asterisk follows results filed as active; i = inactive; ? = inconclusive; / = no result given; & = joins results of further samples; [ ] = remark or other dose. Unless noted, the call rests on the fitted dose curve; in most records, active means well fitted curve in the direction sought with a large enough effect; inconclusive means small, poorly fitted or top-dose-only effect, or another doubt; inactive means no such curve, though single readings can be large; an effect the other way counts as inactive or inconclusive.

SMILES	HT1080 IDH1KD tx	HT1080NT lethal	HEK293 tox	SW480 rereplic	KB-3-1 tox	KB-V1 MDR tox	DRD3 agonist	IL1B secr inh	MCF10A rereplic
Cc1ccc(NCc2nnc3n2CCCCC3)cc1	0%	20%	-8%	-4%	8%	21%	4	-14	?
O=C(Nc1ccc(F)cc1)/C(Cl)=C/c1ccccc1	-5%	1%	-6%	-143%[inhibitor]	-2%	-5%	-9	-2	-1%[9.22 µM]
CO/C([O-])=N/c1c[n+](-c2ccc(C)cc2)no1	19%	4%	5%	-5%	9%	1%	-4	10	-1%
COc1ccc2c(c1OC)C(=O)N(c1ccc(O)cc1)C2	-13%	-8%	9%	-9%	-8%	-25%	-17	-20	26%
O=C(CC(=O)Nc1ccc(F)cc1F)Nc1ccc(F)cc1F	-5%	0%	-5%	-8%	-4%	-5%	-10	-25	-11%
N#Cc1ccccc1NC(=O)CSc1nnc(-c2ccccc2)n1-c1ccccc1	-9%	-2%	15%	23µM*	?	15µM*	-2	26	?
COc1ccccc1CNC(=O)CCS(=O)(=O)c1ccc2c(c1)oc(=O)n2C	/	/	-13%	/	?	12%	-12	/	/
CCn1c(C(=O)N2CCC(C(=O)NCCc3ccccc3)CC2)cc2sccc21	/	/	1%	/	-3%	-17%	-15	/	/
COc1ccc(CCN2C(=O)CC(N3CCOCC3)C2=O)cc1 (configuration not stated)	-4%	19%	10%	1%	-5%	-2%	-7	-24	26%
Cc1[nH]n(-c2nc(-c3ccc(Cl)cc3)cs2)c(=O)c1N=Nc1ccc(O)cc1	-24%	?	-23%	-1%	?	15µM*	-11	-51*	?
O=C(COc1ccccc1)NC1CCCCC1	-5%	-8%	7%	-2%	-2%	-21%	-5	0	-21%
O=C(CN1CCN(S(=O)(=O)c2ccc(F)cc2)CC1)NC1CCCC1	6%	1%	0%	1%	6%	-21%	6	18	2%
CCCCCn1c(=O)[nH]c2cc(C(=O)NCCCN3CCCCC3CC)ccc2c1=O (configuration not stated)	-1%	3%	1%	?	-16%	?	-2	9	?
CNc1ncnc2c1cnn2C1CCCCO1 (configuration not stated)	0%	3%	2%	-3%	14%	-3%	-4	4	0%
COc1ccc(/C=N\NC(=O)c2ccccc2OC)cc1COc1c(F)c(F)c(F)c(F)c1F	-23%	-16%	-9%	0%	-3%	?	2	-2	8%

Single records (already shown). Order of screens: HT1080 IDH1KD tx, HT1080NT lethal, HEK293 tox, SW480 rereplic, KB-3-1 tox, KB-V1 MDR tox, DRD3 agonist, IL1B secr inh, MCF10A rereplic
Entry for `CCn1c(C(=O)N2CCC(C(=O)NCCc3ccccc3)CC2)cc2sccc21` → /, /, 1%, /, -3%, -17%, -15, /, /
Entry for `Cc1ccc(NCc2nnc3n2CCCCC3)cc1` → 0%, 20%, -8%, -4%, 8%, 21%, 4, -14, ?
Entry for `COc1ccc(CCN2C(=O)CC(N3CCOCC3)C2=O)cc1` (configuration not stated) → -4%, 19%, 10%, 1%, -5%, -2%, -7, -24, 26%

Later entries
SMILES	HT1080 IDH1KD tx	HT1080NT lethal	HEK293 tox	SW480 rereplic	KB-3-1 tox	KB-V1 MDR tox	DRD3 agonist	IL1B secr inh	MCF10A rereplic
COc1cc(/C=C2/SC(=S)NC2=O)ccc1OS(=O)(=O)c1ccc(C)cc1	?	?	?	-1%	?	?	2	-53*	?
Cc1cc(C)c2cc3c(ccn3C3OC[C@H](O)[C@H](O)[C@H]3O)cc2n1 (some centres not stated)	14%	3%	157%[activator]	-13%	?	-3%	2	-1	-8%
COc1ccc(C2c3c(n(C)c4ccccc34)C(=O)N2CC(=O)Nc2cccc(Cl)c2C)cc1 (configuration not stated)	/	/	-9%	/	-19%	?	-15	/	/
N#Cc1ccc(OCc2ccc(C(=O)O)o2)cc1	7%	11%	-13%	-1%	16%	5%	5	9	10%
COc1ccc(CN2C[C@@H](CO)O[C@@H](n3cnc4c(NCCN(C)C)ncnc43)C2)cc1	13%	-5%	5%	/	0%	-13%	-26	-5	/
Cc1ccc(-c2cc(-c3ccc4c(c3)OCO4)c(C#N)c(N)n2)o1	-25%	?	16%	21µM*	0%	-4%	-3	-12	21µM*
CCCCn1nnnc1C(c1ccc(OC)cc1)N1CCN(C/C=C/c2ccccc2)CC1 (configuration not stated)	?	?	-11%	/	0%	-10%	-19	?	/
Clc1ncnc2scc(-c3ccc(Br)cc3)c12	0%	-2%	-7%	?	-11%	-7%	-12	?	?
COc1ccc(/C=N/n2c(=O)[nH]c3c([nH]c4ccc(Cl)cc43)c2=O)cc1CN1CCCCC1	11%	6%	9%	0%	-3%	19%	-4	19	-3%
CC(=O)N1c2c(cc(Br)cc2S(=O)(=O)Nc2c(C)n(C)n(-c3ccccc3)c2=O)CC1C (configuration not stated)	14%	15%	5%	-9%	-1%	3%	-2	20	-28%
Cc1noc(C)c1COc1ccc(C(=O)N2CCCC(C(F)(F)F)C2)cc1 (configuration not stated)	-3%	-1%	6%	-3%	0%	?	4	22	12%
CCN1C(C)=C(C)S/C1=C1\SC(=S)N(NC(C)=O)C1=O	-2%	-2%	-1%	-22%	-4%	?	-4	0	-1%
CCOC(=O)CNC(=O)CSc1nnc(COc2ccc(Cl)cc2)n1CC	7%[9.24 µM]	?	-9%	-6%	1%	-2%	7	-6	-2%
COc1ccc(NC(=O)CCNS(=O)(=O)c2cccc3nonc23)cc1	11%	0%	5%&-11%	1%	-1%&3%	3%&25%	5&-1	-1	3%
c1ccc(NN(Cc2ccccn2)c2ccccc2)cc1	-9%	-10%	26%	/	-1%	?	1	3	/
C=CCOc1cccn2c(N(C=O)Cc3ccc(OC)cc3)c(CC)nc12	-9%	5%	4%	/	-26%	?	2	45	/
COc1ccc(C(=O)N2CCCC(CO)(Cc3ccccc3C)C2)o1 (configuration not stated)	-2%	-1%	26%	2%	/	/	-16	9	9%
S=C(NC1CC1)N1CCCc2ccccc21	0%	-1%	-3%	-16%	-12%	13%	-6	30	-35%[inhibitor]
CCOP(=O)(OCC)C(NC(=O)Nc1ccc(C)cc1)C(N)=O (configuration not stated)	19%	22%	-24%	-12%	-6%	6%	7	/	-29%
COC(C[C@H]1O[C@H]1C(=O)[C@@H](C)OCc1ccccc1)OC	15%	18%	-27%	1%	1%	2%	8	-13	?
Cc1ccc(NC(=O)c2ccc(NCCN)c([N+](=O)[O-])c2)cc1	0%	-3%	-23%	?	?	-22%	-6	-9	5%
COC(=O)Cc1c(C)nc2nc(NCc3ccc(Br)cc3)[nH]n2c1=O	/	/	12%	/	13%	?	-7	/	/
COc1ccc(OC)c(NC(=O)c2nc3ccccc3s2)c1	3%	9%	-3%	4%	13%	-7%	5	1	?
CCOC(=O)c1c(C)cc(C)n2c1nc1ccccc12	13%	9%	13%	-2%	17%	-24%	-2	-24	-1%
CCC(Sc1nnc(C)n2c1cc1occc12)C(=O)Nc1ccccc1OC (configuration not stated)	/	/	-9%	/	0%	-18%	-6	/	/
CCCNc1nc2c(c(=O)[nH]c(=O)n2C)n1CCOc1ccccc1	4%	5%	2%	-9%	2%	-21%	4	49	0%
O=C(OCc1c(Cl)cccc1Cl)c1ccncc1	-1%	-4%	-6%	-6%	1%	-12%	-15	14	0%
CC1CN(C(=O)CCC(=O)NCc2ccc(Cl)cc2)c2ccccc2O1 (configuration not stated)	-2%	1%	3%	0%	14%	0%	-11	-22	10%
CCOc1ccc(C(C(=O)NCCC(C)C)N(CCO)C(=O)c2snc(C(N)=O)c2N)cc1 (configuration not stated)	-2%	5%	1%	-2%	3%	11%	6	-4	14%
Cc1ccc(S(=O)(=O)c2c(C)nn(C(C)(C)C)c2OC(=O)c2ccco2)cc1	?	23µM*	-27%	-1%	0%	0%	3	34	13µM*
Cc1ccc(C(C[N+](=O)[O-])Sc2ccc(N)cc2)cc1 (configuration not stated)	16µM*	?	?	?	10%	?	10	/	7.3µM*
Cc1ccc(NC(=O)Cn2nnc(C(=O)NCc3ccccc3)c2N)cc1C	-28%	-23%	6%	-17%	3%	7%	0	11	-4%
Cc1ccc(CNC(=O)COC(=O)CCC(=O)c2cccs2)cc1	13%	10%	2%	-3%	1%	-4%	6	20	0%
O=C(c1ccc2ccccc2n1)N(CCO)Cc1ccccc1	14%	0%	-1%	-4%	-1%	-4%	-12	7	1%
CCCCCC(=O)NC(NC(=S)N1CCOCC1)C(Cl)(Cl)Cl (configuration not stated)	-12%	-1%	43%[activator]	-4%	-23%	-19%	-1	-7	4%
[O-][n+]1onc2c1CCc1c-2nc(-c2ccccc2)n1OCc1ccccc1	-2%	7%	-4%	1%	1%	-12%	-1	-19	-2%
Cc1ccc(-c2csc(NC3OC(=O)c4ccccc43)n2)cc1 (configuration not stated)	12µM*	?	?	?	?	?	-4	-99*	?
Brc1ccccc1-c1nnc(COc2cccc3cccnc23)o1	-1%	-13%	-16%	1%[9.22 µM]	-1%	0%	2	13	23%
CCC(=O)Nc1nc(OC)cc(OC)n1	0%	0%	7%	-2%	-15%	-10%	-8	6	-2%
CCOC(=O)NC(Nc1ccc(OC)cc1)(C(F)(F)F)C(F)(F)F	-4%	?	-3%	-2%	6%	-6%	-11	14	18%
CC(=O)c1cccc(OCc2cc(C(=O)N3CCSCC3)no2)c1	19%	6%	9%	-24%	4%	-19%	2	i	?
CCC(c1nnnn1C1CCCCC1)N1CCN(C(=O)c2ccco2)CC1 (configuration not stated)	-1%	2%	-8%	8%	-9%	-2%	-5	-2	2%
CCOCCCNC(=S)N1CCC(C(=O)c2ccc(C)cc2)CC1	-2%	-1%	-16%	3%	-15%	?	-7	-12	12%
CC(C)(C)c1ccc(C(=O)NNC(=O)c2cccc(Br)c2)cc1	?	?	-16%	?	3%	0%	2	7	12µM*
